MITF act: MITF TRPM1 promoter activation in melanoma cells. SK-MEL-5 TRPM1-promoter luciferase, 24 h; % of positive control, neutral wells = 0. activation, % at 12.5 µM. 300,000 tested, 0.75% active;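 active means mean activation of at least 80% with every replicate also reaching 80%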;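 further: 0% = neutral control wells and 100% = parthenolide positive control wells; values of inactives mirror those of a sister screen read the other way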
Ecoli viability: counter-screen for AddAB inhibitors: E. coli growth inhibition; E. coli V3065 growth, OD600 absorbance, 18 h; inhibition, % at 11.9 µM; 330,000 tested, 0.27% active; AID 449728;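 active means inhibition above the campaign's mean inhibition across all tested compounds plus 3 SD, cut at about 9.9% in these data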;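 further: uninfected addAB+ strain grown without phage in ampicillin broth; 0% = DMSO wells and 100% = ciprofloxacin 0.95 µg/ml wells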
AddAB inh: less growth of phage-infected E. coli with AddAB; E. coli expressing H. pylori AddAB, absorbance growth; inhibition, % at 11.9 µM; 330,000 tested, 0.29% active; AID 435030; in the data active means inhibition above about 12%;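 further: 0% = vehicle wells of infected cells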
phage Ecoli inh: E. coli growth loss with phage present. growth absorbance. inhibition, % at 11.9 µM. 360,000 tested, 0.26% active; in the data active means inhibition above about 11%
CAL PDZ FP-1: human CAL PDZ-peptide interaction inhibition. 330,000 tested, 0.02% active. purified CAL PDZ, TMR-peptide fluorescence polarization, 1 h. inhibition, % at 20 µM. AID 504414;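 active means highest replicate inhibition of at least 40%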;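 further: plate controls were DMSO neutral control wells for no effect and unlabeled competitor peptide control wells for full effect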
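System: tagged CAL PDZ domain. Schedule: 1 h room-temperature incubation prior to read. Signal: fluorescence polarization (mP). Measure: percent inhibition from loss of millipolarization.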
SR-BI uptake up: enhances SR-BI lipid uptake from DiI-HDL. AID 504775. CHO ldlA[mSR-BI] cells, DiI-HDL uptake fluorescence, 3 h; 100 = double the neutral-control signal. 320,000 tested, 0.096% active. activation, % at 12.5 µM;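 active means mean replicate activation of at least 60% and every replicate at or above 60%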;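 further: 0% = median plate neutral-control signal and 100% = twice that signal; values of inactives mirror those of a sister screen read the other way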
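Test system: SR-BI-overexpressing, LDLR-lacking CHO cells. Measured by: DiI fluorescence, bottom read. Medium: Ham's F12 with 0.5% BSA, HEPES 25 mM, pH 7.4. Timing: 3 h uptake period with compound, 37 °C.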
Wnt act: activators of Wnt/beta-catenin signaling | AID 743398 | 300,000 tested, 1.2% active | activation, % at 9.35 µM | Wnt/beta-catenin reporter cell assay, activator, plate reader; in the data active means activation above about 30%, passing the limit was not always enough;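 further: 0% = neutral control wells and 100% = positive control wells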
CAL PDZ FP-2: CAL PDZ (human) peptide binding inhibition. AID 602252. Q9HD26. 300,000 tested, 0.92% active. inhibition, % at 24.9 µM. purified CAL PDZ, TMR-peptide fluorescence polarization, 1 h;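 active means mean inhibition of at least 30% with at least half of replicates also reaching 30%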;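 further: 0% = DMSO neutral control and 100% = excess unlabeled competitor peptide PRC23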
Tat transport: inhibitors of E. coli Tat protein transport. E. coli MC4100 TorA-mCherry Tat export, fluorescence. inhibition, % at 10 µM. 340,000 tested, 0.036% active. AID 488895;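 active means mean replicate inhibition at least 50% and at least half of replicates individually reaching 50%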;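 further: exported cargo escapes ClpAP degradation while cytoplasmic cargo is degraded and loses fluorescence; 0% = median of neutral control wells and 100% = median of NaSCN control wells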
SR-BI HDL uptake: blocks mouse SR-BI lipid uptake from DiI-HDL; Q61009; ldlA[mSR-BI] CHO cells, DiI-HDL uptake fluorescence, 3 h; inhibition, % at 12.5 µM; 320,000 tested, 0.96% active;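 active means mean replicate inhibition of at least 70% and a set share of replicates each scoring 70 or more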;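 further: 0% = median of neutral control wells and 100% = median of positive control wells; values of inactives mirror those of a sister screen read the other way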
Target sequence (Q61009 whole entry, looked up): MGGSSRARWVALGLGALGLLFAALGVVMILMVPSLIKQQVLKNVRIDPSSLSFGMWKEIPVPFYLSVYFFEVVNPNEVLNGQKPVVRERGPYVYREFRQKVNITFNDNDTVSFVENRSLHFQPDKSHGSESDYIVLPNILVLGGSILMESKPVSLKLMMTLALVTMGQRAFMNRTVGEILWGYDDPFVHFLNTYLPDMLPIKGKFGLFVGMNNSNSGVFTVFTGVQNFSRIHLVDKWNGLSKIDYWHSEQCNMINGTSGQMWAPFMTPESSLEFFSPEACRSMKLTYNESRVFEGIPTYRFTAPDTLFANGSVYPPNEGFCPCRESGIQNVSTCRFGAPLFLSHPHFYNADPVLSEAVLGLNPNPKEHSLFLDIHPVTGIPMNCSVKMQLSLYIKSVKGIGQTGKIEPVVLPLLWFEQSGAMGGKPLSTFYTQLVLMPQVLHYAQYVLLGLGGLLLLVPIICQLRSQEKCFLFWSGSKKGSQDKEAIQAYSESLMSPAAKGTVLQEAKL
The depositor's hits bear a star; / = no result given.

Every second line gives: MITF act	Ecoli viability	AddAB inh	phage Ecoli inh	CAL PDZ FP-1	SR-BI uptake up	Wnt act	CAL PDZ FP-2	Tat transport	SR-BI HDL uptake
1	COc1ccc(C(=O)Nc2ccc(C(=O)N3CCCC3)cc2)cc1[N+](=O)[O-]
  -5	2.6	3.0	1.7	-0.4	-20	-1	-1	-5	20
2	CCOC(=O)C1(CC)NC(c2ccco2)C2C(=O)N(CC)C(=O)C21 (centres undefined)
  /	-0.9	3.5	2.4	-0.6	-6	-3	-2	0	6
3	CN1CCN(c2ccc(CNC(=O)c3ccco3)cc2)CC1
  -7	0.2	1.3	1.4	0.5	5	19	4	-4	-5
4	CC(C)CC(NC(=O)C1CCC(=O)N1)C(=O)NC(CC(C)C)C(=O)N1CCCC1C(N)=O (centres undefined)
  /	-0.9	2.7	1.0	-0.7	11	0	-4	-11	-11
5	Cc1sc(-c2ccncc2)nc1OC(=O)c1ccc(F)cc1F
  -3	-1.0	2.1	3.4	/	21	-1	-3	0	-21
6	Cc1ccc(CSc2nnc(SCC(=O)N/N=C/C=C/c3ccccc3[N+](=O)[O-])s2)cc1
  -1	-1.7	1.0	-0.3	-0.3	8	1	-4	13	-8
7	O=C(O)CCn1cc(C2CC(c3ccccc3)=NN2c2ccccc2)c(-c2ccccc2)n1 (centres undefined)
  6	-1.5	0.1	-1.9	0.6	-3	-2	/	8	3
8	Cc1ccc(-c2ccc(CCC(=O)O)o2)cc1
  3	0.2	-0.1	2.7	-0.7	-2	/	-3	2	2
9	COC(=O)CSC1=C(C#N)C(c2ccsc2)CC(=O)N1 (centres undefined)
  -7	-1.4	1.4	4.3	-1.5	-18	-11	13	-2	18
10	CN(C)c1nc(=Nc2cccc(Cl)c2)ss1
  0	-3.1	-2.2	2.6	0.2	5	8	1	-15	-5
11	O=[N+]([O-])c1cc([N+](=O)[O-])c(Oc2cncc(Cl)c2)cc1NC1CCCCCCC1
  7	0.0	0.4	1.5	0.9	30	-9	1	1	-30
12	COc1cc(CC(=O)OCC(=O)N2CC(=O)Nc3ccccc32)cc(OC)c1OC
  -1	-0.2	-1.4	0.9	0.0	-4	-2	3	-5	4
13	O=C(CSc1nnnn1-c1cccc2ccccc12)N1CCOCC1
  -4	1.7	1.8	4.3	-0.5	-10	5	-1	-3	10
14	O=C(O)c1cn(-c2ccccc2)nc1-c1ccc(F)cc1
  2	0.2	2.7	4.0	-0.3	5	2	8	-5	-5
15	Cc1ccnc(NC(=O)CN2C(=O)c3ccccc3C2=O)c1
  1	1.1	0.2	3.5	-0.2	8	-1	-4	-6	-8
16	COCCNC(=O)CSc1nc2ccc(N3CCOCC3)cc2c(=O)n1CCc1ccccc1
  /	-0.9	-0.6	2.3	0.0	-13	8	0	10	13
17	O=C(CC(=O)c1ccccc1O)c1cccc(F)c1
  7	-4.3	-3.4	/	-0.2	-4	/	-1	-20	4
18	Cc1cc(C)c(NC(=O)c2sc3nc4c(cc3c2N)C(=O)CC(C)(C)C4)c(C)c1
  -4	-0.3	4.8	4.0	-1.6	-5	-2	0	-1	5
19	COC(=O)c1c(NC(=O)c2nc3nc(C)cc(C(F)F)n3n2)sc2c1CCC2
  9	-0.4	2.0	1.9	-1.6	-51	/	1	1	51
20	COC(=O)C1(Cc2cc(-c3cccc(Br)c3)no2)CCN(C(=O)OC(C)(C)C)CC1
  -10	-0.3	2.1	1.0	1.2	-8	-4	1	5	8
21	CC(NC(=O)c1ccc(NC(=O)CC2SC(N3CCCC3)=NC2=O)cc1)c1ccc(S(N)(=O)=O)cc1 (centres undefined)
  -1	3.4	0.0	1.6	0.3	-6	0	-3	2	6
22	CCOC(=O)CC(=O)CSc1nc2ccc(C)cc2cc1C#N
  74	1.2	1.1	3.3	-2.0	-9	22	-4	2	9
23	N#C/C(=C(/O)COC(=O)CSc1ccc2ccccc2c1)c1nc2ccccc2[nH]1
  -14	-5.7	-3.3	1.3	-2.0	6	3	-2	-1	-6
24	CC(C)=CC(=O)OCC(=O)Nc1ccccc1Cl
  20	0.5	1.7	2.5	-1.6	3	/	-2	10	-3
25	C(=Cc1cnnc2ccccc12)c1ccccc1
  41	/	/	2.6	-2.2	-20	-3	-7	8	20
26	CC(C)(C)c1ccc(C(=O)NCc2ccc(Cl)cc2)cc1
  39	0.9	-0.8	3.1	-1.6	12	0	-1	9	-12
27	Cc1ccc(OCCCC(=O)Nc2cc(S(=O)(=O)N3CCOCC3)ccc2N2CCOCC2)cc1
  12	/	/	1.8	-2.6	-13	-3	2	-5	13
28	O=C(Nc1cccc(NC(=O)c2cncc(Br)c2)c1)c1cncc(Br)c1
  -12	-1.1	0.5	7.5	/	-50	0	-5	-2	50
29	Cc1sc2nc(SCC(=O)NCc3ccco3)n(C)c(=O)c2c1C
  0	-1.1	-1.4	2.0	-0.7	-3	/	-5	-1	3
30	O=C(c1cc(F)c(F)cc1Cl)N1CCN(S(=O)(=O)c2cccs2)CC1
  -5	/	/	3.8	-1.9	12	-4	0	1	-12

Two compounds drawn at random from the list so far:
Every second line gives: MITF act	Ecoli viability	AddAB inh	phage Ecoli inh	CAL PDZ FP-1	SR-BI uptake up	Wnt act	CAL PDZ FP-2	Tat transport	SR-BI HDL uptake
25	C(=Cc1cnnc2ccccc12)c1ccccc1
  41	/	/	2.6	-2.2	-20	-3	-7	8	20
26	CC(C)(C)c1ccc(C(=O)NCc2ccc(Cl)cc2)cc1
  39	0.9	-0.8	3.1	-1.6	12	0	-1	9	-12

The listing continues:
Every second line gives: MITF act	Ecoli viability	AddAB inh	phage Ecoli inh	CAL PDZ FP-1	SR-BI uptake up	Wnt act	CAL PDZ FP-2	Tat transport	SR-BI HDL uptake
31	COc1ccccc1NC(=O)/C=C/C(=O)O
  -5	0.2	-0.2	3.8	-1.2	17	0	/	0	-17
32	CC(C)Cn1[nH]c2c3c(ccc2c1=O)C(=O)c1ccccc1C3=O
  -55	0.4	-1.7	/	4.1	/	/	-3	-1	-20
33	CC(=O)OC[C@H]1O[C@@H](n2ccc(=O)[nH]c2=S)C(OC(C)=O)C1OC(C)=O (some centres undefined)
  /	-1.6	1.6	2.6	-0.6	2	3	4	-2	-2
34	COc1cc(/C=C/C(=O)OCC(=O)NC2CC2)cc(S(=O)(=O)N2CCc3ccccc32)c1OC
  -8	1.9	3.1	4.1	-0.4	-24	-2	-2	9	24
35	O=C(CSc1nnc(CNC(=O)c2c(F)cccc2Cl)o1)Nc1ccc2c(c1)OCO2
  5	2.2	3.4	-1.2	-2.0	6	-1	-1	-6	-6
36	Cc1ccc(C)c(NC(=O)CSc2nnc([C@@H](N)Cc3ccccc3)o2)c1
  -7	-2.9	2.8	3.1	0.8	-2	/	/	7	2
37	N#Cc1nc(Cc2ccccc2)oc1N1CCN(c2ccccc2)CC1
  9	1.4	1.3	4.2	-1.0	17	-3	0	4	-17
38	Cc1cc(NC(=O)c2cccc(COc3ccc(Br)cc3)c2)no1
  -6	0.2	1.9	5.1	0.7	-17	5	/	4	17
39	CCOC(=O)c1c(S(=O)(=O)N2CCc3ccccc32)c(C)n(C)c1C
  5	-1.5	1.3	-0.6	-1.5	21	-3	-3	2	-21
40	CCc1ccc(OCc2ccc(C(=O)O)o2)cc1
  2	0.5	-1.1	0.6	0.4	25	30	0	-8	-25
41	CCOC(=O)CC1CCCCN1C(=O)c1ccc2oc(CCc3ccccc3)nc2c1 (centres undefined)
  13	0.2	1.2	2.7	-0.7	-25	0	-6	7	25
42	COc1ccc(NC(=O)CSc2nc3scc(C)c3c(=O)[nH]2)cc1
  2	4.8	2.2	1.7	-0.7	-6	-1	-2	1	6
43	O=C(CP(=O)(c1ccccc1)c1ccccc1)N1CCOCC1
  6	-0.8	0.6	2.8	-2.0	15	3	0	-2	-15
44	O=C(Cn1cnc2c(nnn2Cc2ccccc2)c1=O)NCC1CCCO1 (centres undefined)
  -15	1.7	-3.4	2.4	-0.2	3	-3	-1	3	-3
45	CCCCN(CCCC)S(=O)(=O)c1ccc(NC(=O)CN2CCOCC2)cc1
  0	-3.0	1.3	/	-0.6	22	-3	7	6	-22
46	Cc1[nH]n2c(=O)c(C#N)c(-c3ccccc3)nc2c1-c1ccccc1
  /	-0.5	-2.2	1.1	-2.0	23	-4	-2	-2	-23
47	CCn1c(SCC(=O)Nc2cc(Cl)ccc2OC)nnc1C1CC1
  -2	0.4	1.5	1.4	-0.2	/	-2	/	-6	/
48	O=C(NCC1CC1)Nc1ccccc1
  8	/	/	3.6	/	7	-1	-4	-8	-7
49	O=C1CCC(C(=O)NC2(C(=O)NC3CCCCC3)CCCCC2)N1 (centres undefined)
  /	0.1	0.4	0.9	-1.6	21	-3	1	0	-21
50	Fc1ccc(-c2nnc(N3CCOCC3)c3ccccc23)cc1F
  -12	0.2	2.2	0.5	-0.8	/	-2	/	3	/
51	Cc1sc2ncn3c(C)nnc3c2c1C
  8	3.4	1.3	1.8	/	37	/	-3	2	-37
52	CCOc1ccc(CCNC(=O)c2cc(-c3ccccc3)c(N3CCOCC3)s2)cc1OCC
  5	-0.8	-2.9	0.6	-2.3	-40	-1	-1	-8	40
53	CC1CCc2nc3ccc(S(=O)(=O)N4CCC(C(=O)NC(C)c5ccccc5)CC4)cc3c(C(=O)O)c2C1 (centres undefined)
  -2	2.7	3.6	1.1	-0.9	8	2	-4	2	-8
54	O=C(O)C1CCCCC1C(=O)Nc1ccc(Cl)cc1Cl (centres undefined)
  0	-2.9	0.7	1.4	-0.5	-5	/	-4	0	5
55	CCN(CC)S(=O)(=O)c1ccc(NC(=O)COC(=O)c2cc(S(=O)(=O)Nc3ccc(OC)cc3)ccc2O)cc1
  -7	-0.3	0.4	4.6	-1.5	-57	0	2	-6	57
56	S=C(c1ccc(-c2ccc(Cl)cc2Cl)o1)N1CCCCC1
  60	-1.6	-1.0	-1.1	-1.6	-2	27	-1	0	2
57	Cc1ccc(/C=N/n2c(C)nnc2C)o1
  7	-3.0	-0.7	-1.8	-1.8	-7	-4	1	1	7
58	Cc1cc(C(=O)N/N=C/c2cn[nH]c2-c2ccccc2)cs1
  -12	0.3	2.4	4.0	0.2	-3	/	4	4	3

Ordered by length of the SMILES (high to low): part of the list above.
Every second line gives: MITF act	Ecoli viability	AddAB inh	phage Ecoli inh	CAL PDZ FP-1	SR-BI uptake up	Wnt act	CAL PDZ FP-2	Tat transport	SR-BI HDL uptake
53	CC1CCc2nc3ccc(S(=O)(=O)N4CCC(C(=O)NC(C)c5ccccc5)CC4)cc3c(C(=O)O)c2C1 (centres undefined)
  -2	2.7	3.6	1.1	-0.9	8	2	-4	2	-8
58	Cc1cc(C(=O)N/N=C/c2cn[nH]c2-c2ccccc2)cs1
  -12	0.3	2.4	4.0	0.2	-3	/	4	4	3
51	Cc1sc2ncn3c(C)nnc3c2c1C
  8	3.4	1.3	1.8	/	37	/	-3	2	-37

An excerpt of these results, with tabs:
item	mol	MITF act	Ecoli viability	AddAB inh	phage Ecoli inh	CAL PDZ FP-1	SR-BI uptake up	Wnt act	CAL PDZ FP-2	Tat transport	SR-BI HDL uptake
58	Cc1cc(C(=O)N/N=C/c2cn[nH]c2-c2ccccc2)cs1	-12	0.3	2.4	4.0	0.2	-3	/	4	4	3
51	Cc1sc2ncn3c(C)nnc3c2c1C	8	3.4	1.3	1.8	/	37	/	-3	2	-37
52	CCOc1ccc(CCNC(=O)c2cc(-c3ccccc3)c(N3CCOCC3)s2)cc1OCC	5	-0.8	-2.9	0.6	-2.3	-40	-1	-1	-8	40
